TEAD-YAP block: TEAD-YAP interaction inhibition, primary screen, TEAD-YAP interaction inhibitor project, luminescence, HEK-TIYL cells; TEAD-Gal4/YAP UAS-luciferase luminescence; inhibition, % at 9.12 µM; actives 1.4% (n = 640,000); AID 1259422, 2018; in the data active means inhibition above about 32%;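 further: 0% = median of test compound wells and 100% = reference inhibitor wells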
MITF inh: MITF inhibitors, primary screen, biochemical, AlphaScreen, human; AlphaScreen MITF homodimerization, bead proximity signal; inhibition, % at 2.6 µM; actives 0.91% (n = 650,000); in the data active means inhibition above about 50%;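 further: 0% = vehicle wells with protein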
Target sequence (O75030 whole entry, looked up): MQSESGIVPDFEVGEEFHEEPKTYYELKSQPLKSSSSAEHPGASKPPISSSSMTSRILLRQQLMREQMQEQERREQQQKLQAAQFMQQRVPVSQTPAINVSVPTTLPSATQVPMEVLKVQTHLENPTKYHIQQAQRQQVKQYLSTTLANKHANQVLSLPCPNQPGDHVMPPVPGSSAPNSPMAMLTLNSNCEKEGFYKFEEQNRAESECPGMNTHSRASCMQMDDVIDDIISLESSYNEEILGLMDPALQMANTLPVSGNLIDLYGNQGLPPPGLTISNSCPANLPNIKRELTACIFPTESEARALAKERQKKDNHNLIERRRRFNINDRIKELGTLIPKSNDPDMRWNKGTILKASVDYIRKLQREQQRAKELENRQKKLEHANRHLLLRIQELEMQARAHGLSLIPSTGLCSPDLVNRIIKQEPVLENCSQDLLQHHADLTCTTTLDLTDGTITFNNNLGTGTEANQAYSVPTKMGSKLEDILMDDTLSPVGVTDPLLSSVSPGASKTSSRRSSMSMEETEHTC
FBW7 activator: FBW7 E3 ligase activators, primary screen, biochemical, AlphaScreen, human; F-box/WD repeat-containing protein 7 (Homo sapiens), Q969H0; AlphaScreen FBW7–phospho-cyclin E peptide binding, activator screen; normalized activity (activation), % at 26.1 µM; actives 0.13% (n = 650,000); AID 1259310, 2017; in the data active means normalized activity above about 1.9%;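 further: purified mutant Fbw7 with reduced substrate affinity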
GPR151 activ: activators of human GPR151, primary screen, cell-based, PathHunter beta-arrestin, luminescence; activation, % at 11.2 µM; AID 1508602, 2020; actives 1% (n = 650,000); PathHunter beta-arrestin GPR151 cells; G-protein coupled receptor 151 (Homo sapiens), Q8TDV0; in the data active means activation above about 4.9%;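 further: 0% = median of compound wells and 100% = cells with positive control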
Target sequence (Q8TDV0 whole entry, looked up): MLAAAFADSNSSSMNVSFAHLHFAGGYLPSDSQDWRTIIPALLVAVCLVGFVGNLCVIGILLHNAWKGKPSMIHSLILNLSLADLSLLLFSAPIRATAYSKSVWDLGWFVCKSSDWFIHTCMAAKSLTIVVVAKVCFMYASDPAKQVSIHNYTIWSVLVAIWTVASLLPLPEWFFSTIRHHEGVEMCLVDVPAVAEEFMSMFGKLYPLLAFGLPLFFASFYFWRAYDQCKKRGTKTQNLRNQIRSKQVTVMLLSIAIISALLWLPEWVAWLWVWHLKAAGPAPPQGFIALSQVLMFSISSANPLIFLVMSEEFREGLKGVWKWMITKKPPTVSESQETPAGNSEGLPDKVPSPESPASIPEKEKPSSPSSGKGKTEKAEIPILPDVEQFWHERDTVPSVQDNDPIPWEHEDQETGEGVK
* = called active by the depositor; i = inactive. This is a random part of the collection (roughly 3.4% active in at least one column).

SMILES	TEAD-YAP block	MITF inh	FBW7 activator	GPR151 activ
COc1ccccc1C(=O)N1CCN(C(=O)Cn2nnnc2CN(C)C(C)C)CC1	-2	1	-0.1	-1.4
COc1ccc(Nc2nc(=S)[nH]c3ccccc23)cc1Cl	6	1	0.1	-1.3
O=C(CSc1nc2sc3c(c2c(=O)n1-c1ccccc1)CCC3)Nc1ccccc1C(F)(F)F	3	6	0.1	0.0
COc1ccc(NC(=O)Cc2coc3ccc(C)cc23)cc1	-4	14	0.1	1.8
Cc1cccc(N2C(=O)c3ccc(Oc4cccc([N+](=O)[O-])c4)cc3C2=O)c1	-6	-3	0.0	1.1
Cc1cc(C)n(C(C)n2nc(C)cc2C)n1	3	-7	0.2	1.2
CS(=O)(=O)N(CC(=O)Nc1ccc(F)cc1)c1cccc(Br)c1	-4	-10	-0.1	1.0
CCc1nn(CC(=O)NCCn2nc(-c3cccs3)oc2=O)c(=O)c2ccccc12	2	0	0.0	-0.4
COC(=O)c1ccc(NC(=O)CCC(=O)c2ccc(Br)cc2)cc1	14	-11	-0.2	-0.9
CC1=C(c2ccc(C)cc2)S(=O)(=O)NC1=NC1CCCCC1C (centres undefined)	10	12	0.2	4.9
Cc1ccsc1-c1nc(CSCC(=O)NCc2ccc(F)cc2)c(C)o1	-6	-13	0.0	0.2
COCC(C)N=C1NN=C(c2ccc(C)c(C)c2)CS1 (centres undefined)	-35	3	0.0	0.3

The final 5 records of the part above lead into the next:
SMILES	TEAD-YAP block	MITF inh	FBW7 activator	GPR151 activ
CCc1nn(CC(=O)NCCn2nc(-c3cccs3)oc2=O)c(=O)c2ccccc12	2	0	0.0	-0.4
COC(=O)c1ccc(NC(=O)CCC(=O)c2ccc(Br)cc2)cc1	14	-11	-0.2	-0.9
CC1=C(c2ccc(C)cc2)S(=O)(=O)NC1=NC1CCCCC1C (centres undefined)	10	12	0.2	4.9
Cc1ccsc1-c1nc(CSCC(=O)NCc2ccc(F)cc2)c(C)o1	-6	-13	0.0	0.2
COCC(C)N=C1NN=C(c2ccc(C)c(C)c2)CS1 (centres undefined)	-35	3	0.0	0.3
C=CCN(c1ccc(C(=O)NC2CCCCCC2)cc1)S(C)(=O)=O	-15	3	-0.3	-1.4
COc1cc(C2CC(=O)Nc3cc4c(cc32)OCCO4)cc(OC)c1O (centres undefined)	7	4	0.3	0.4
COCCn1nnnc1CN(Cc1ccco1)Cc1cc2cc(OC)ccc2[nH]c1=O	-10	0	-0.3	-0.1
CCOc1ccc(CCNC(=O)c2cc(OC)c(OC)c(OC)c2)cc1OCC	-3	-3	-0.2	0.2
O=S(=O)(NNC=Nc1ccc2c(c1)OCCO2)c1ccc(Cl)cc1	10	-9	-0.2	-1.3
COc1cccc(CC(=O)Nc2cnc3cnc(-c4ccc(O)cc4)cn23)c1	4	-1	-0.2	-0.7
CC(C)C(=O)Nc1ccc(C(=O)NNC(=S)Nc2ccccc2)cc1	-60	1	0.9	0.3
COc1ccc(C)cc1NC(=O)C(OC)c1ccccc1 (centres undefined)	-5	-9	0.2	1.2
CC(C)CC(=O)Nc1ccc2ccccc2c1	-29	14	-0.1	-0.5
c1ccc(-n2cnc3c(NCCN4CCOCC4)nc(Nc4cccnc4)nc32)cc1	34*	-1	0.0	0.7
CN1C(=O)c2ccc(N3C(=O)c4ccccc4C3=O)cc2C1=O	-3	-9	0.1	-0.5
COc1ccc(C(=O)Oc2coc(CSc3nnc(NC(C)=O)s3)cc2=O)cc1	-3	-8	-0.2	13*
CCC1C(=O)NCCN1C(=O)CCc1nnc(CCc2ccc(OC)cc2)o1 (centres undefined)	-10	9	0.0	-0.4
CN(C)[C@@H]1CCN(Cc2cccc(Cl)c2)C[C@@H]1CCC(=O)N1CCCCCC1	0	2	-0.1	-2.2
O=C(Nc1ccc(-c2ccn[nH]2)cc1)C1CCCN(Cc2ccc(CO)o2)C1 (centres undefined)	7	-1	0.0	0.0
Cc1ccc(N2C(S)=C(C#N)C(=O)NC2c2ccco2)cc1 (centres undefined)	4	-4	-0.3	-1.1
O=C(NCc1ccccc1Cl)c1ccc(CNc2c(NC3CCCC3)c(=O)c2=O)cc1	8	-4	-0.1	-0.1
O=C(/C(C=Nc1ccc(F)cc1)=C(/O)c1cccs1)C(F)(F)F	21	-2	-0.1	0.3
CC1(C)Cc2c(sc3nc(SCc4ccc(Cl)cc4)n(Cc4ccccc4)c(=O)c23)CO1	-5	-13	-0.1	-0.2
CC1=C(C(=O)Nc2ccc(Cl)cc2)C(c2cccnc2)n2c(nc3ccccc32)N1 (centres undefined)	-12	12	0.1	-0.6
Cc1cc2c(Nc3cccc(Cl)c3)ncnc2s1	1	13	-0.1	0.4
Cc1ccc(OCC(=O)Nc2ccc(S(=O)(=O)Nc3cc(C)nc(C)n3)cc2)c(Br)c1	-5	1	-0.2	0.5
O=[N+]([O-])c1c(N2CCCC2)n[nH]c1-c1ccccc1	-36	-11	0.0	-0.4
Cc1ncc(CN2CCCC(C(=O)Nc3cccc(-c4cc5ccccc5[nH]4)c3)C2)cn1 (centres undefined)	3	5	-0.1	-1.7
COc1ccc(OC)c(N/C(C)=C/C(=O)c2ccc(C)o2)c1	1	22	0.1	-1.0
CCOc1ccccc1C(=O)NCCc1cccc(Cl)c1	-3	17	-0.1	-0.2
CCOc1ccc(NC(=O)C2C3C=CC4(O3)C2C(=O)N(CCC(C)C)C4C(=O)NC2CCCCC2C)cc1 (centres undefined)	2	-7	-0.1	-0.7
CC(C)OC(=O)CC(=O)CSc1nc(-c2ccccc2)ccc1C#N	15	6	0.1	-0.9
CCOc1ccc(N(C(C)C(=O)Nc2cccc(Br)c2)S(C)(=O)=O)cc1 (centres undefined)	7	-9	0.2	3.1
CCCS(=O)(=O)N1CCN=C1SCc1cccc(F)c1	-2	8	0.1	-2.0
N#CCN1CCN(CC(=O)Nc2ccc(OC(F)(F)F)cc2)CC1	5	-7	0.0	1.1
Cc1ccc(N2CN=C(c3ccccc3)NC2=S)cc1	-60	2	-0.2	-0.3
Cn1c(CN2CCOCC2)nc2cc([N+](=O)[O-])ccc21	0	9	0.1	0.3
CCC(C)(C)NC(=O)C(c1ccc(C)cc1)N(Cc1cccnc1)C(=O)c1csnn1 (centres undefined)	0	13	0.0	0.0
C=CCN1C(=O)c2ccccc2C1=O	11	13	0.0	0.7
CCN(CC)c1nc(NCCOc2ccccc2)nc(N2CCC(N3CCOCC3)CC2)n1	-4	-9	0.0	0.1
Cc1ccc(NC(=O)COC(=O)c2ccc[n+]([O-])c2)c(Br)c1	10	-2	0.5	2.5
CNc1c(NS(=O)(=O)c2ccc(F)c(C)c2)c(=O)oc2ccccc12	4	3	-0.1	0.2
Cc1ccc(/C(O)=C2/C(=O)C(=O)N(c3ccc(O)cc3)C2c2cccc([N+](=O)[O-])c2)cc1 (centres undefined)	8	3	-0.1	1.4
CCOC(=O)N1CCN(C(=O)C2CC23CCN(Cc2ccncc2)CC3)CC1 (centres undefined)	-2	-9	-0.2	-0.8
CCSCCOC(=O)C1=C(C)NC2=C(C(=O)CC(c3ccc(Cl)cc3)C2)C1c1ccccc1OC (centres undefined)	4	-12	0.3	0.8
COc1ccc(N=c2scc(-c3ccccc3)n2-c2ccccc2)cc1	7	15	-0.1	0.2
COc1ccc(CNC2CCCCC2C)c(OC)c1 (centres undefined)	4	17	0.0	-0.7
CCOC(=O)CC1=C(C(=O)OCC)C(c2ccccc2OCC)C(C#N)=C(N)O1 (centres undefined)	-6	-25	0.2	-0.4
CCOC(=O)C1CCN(C2CCN(Cc3ccccc3)CC2)CC1	-8	17	0.0	0.0
Cc1cccn2c(=O)c3cc(C(=O)N(C)CCC#N)n(C)c3nc12	-4	4	-0.1	-0.8
Cc1ccc2cccc(Nc3nc(=O)c4cccnc4s3)c2n1	3	2	0.0	-0.1
CN(C(=O)c1ccc2c(c1)OCO2)C1(C(=O)NC2CCCC2)CCCCC1	-4	-2	-0.3	0.5
COc1ccc(C2CC(=O)C3=C(C2)Nc2ccccc2N(C(=O)C(F)(F)F)C3c2ccc(OC)c(OC)c2)cc1 (centres undefined)	14	-4	-0.2	0.6
CCOC(=O)C1CCCn2c1nc1c(c2=O)CCCC1 (centres undefined)	7	2	-0.1	-0.1
COc1ccccc1N(CC(=O)NC1CCCC1)C(=O)c1csnn1	-9	19	-0.1	-0.5
Cc1ccc(CS(=O)(=O)c2cn(CC(=O)Nc3cc(C)on3)c3ccccc23)cc1	10	9	0.7	1.9
Cc1c(C(=O)Nc2ccccc2C(F)(F)F)sc2nc(SCC(=O)c3ccccc3)n(CCc3ccccc3)c(=O)c12	0	8	0.6	-1.0
Fc1ccc(C2=CC(c3ccc4c(c3)OCO4)n3nc(C(F)(F)F)nc3N2)cc1 (centres undefined)	0	11	0.1	0.9
O=c1ccc2ccc(OCc3ccc([N+](=O)[O-])cc3)cc2o1	0	5	0.1	0.2
Nc1ccc2nc(-c3ccc(C(=O)O)cc3)[nH]c2c1	-8	i	-0.1	0.0
COc1cc(/C=N/NC(=O)c2ccccc2O)cc(Br)c1O	-20	3	0.0	-0.6
Cn1c(NC(=O)CCCc2ccccc2)cc(=O)n(C)c1=O	-38	14	0.2	0.3
O=C(CN1CCN(C(=O)CSCc2ccccc2)CC1)c1cccs1	-40	40	-0.4	1.3
O=C(NCc1cccnc1)c1cnc(Nc2nccc3ccccc23)s1	-66	-6	-0.1	-2.1

The list continues:
SMILES	TEAD-YAP block	MITF inh	FBW7 activator	GPR151 activ
CC(C)N(CCNC(=O)c1csc(Nc2nccc3ccccc23)n1)C(C)C	10	5	0.0	4.9
CN1CCOc2cc(S(=O)(=O)NCc3ccc(S(N)(=O)=O)cc3)ccc21	8	-1	0.5	-1.8
CCN(CC)C(=O)C1CCN(C(=O)c2cnn(-c3ccccc3)c2-n2cccc2)CC1	-6	6	0.0	-0.3
Cc1cc2cc3c(cc2n2c(SCC(N)=O)nnc12)OCCO3	-9	1	-0.2	-0.6
CCc1ccc(NC(=O)CSc2nc3ccccc3c(=O)n2CCCC(=O)N2CCCC2)cc1	12	-9	0.1	1.1
CCOC(=O)c1ccc(NC(=O)CSC2=NC(=O)C(CC)C(=O)N2)cc1 (centres undefined)	13	11	0.0	0.6
CCc1c(C)nc(SCC(=O)Nc2cc(OC)cc(OC)c2)[nH]c1=O	-8	7	0.0	-1.1
COc1ccc(-c2nc3ccccc3o2)cc1NC(=O)COc1ccccc1C	-4	6	0.3	-0.6
NC(=O)c1ccc(N=Cc2c(O)ccc3ccccc23)cc1	-10	8	0.2	0.6
COC(=O)c1ccc(OCC(O)CNC2CCCC2)cc1 (centres undefined)	7	1	-0.2	0.2
CNC(=O)CSc1nnc(-c2cccc(OC)c2)n1C	0	-5	0.0	-0.7
COC(=O)C1=C(N)Oc2cc(C)oc(=O)c2C1c1ccc(Cl)c(Cl)c1 (centres undefined)	0	-8	0.0	1.0

Molecules from the list above containing a furan ring, fused or not, in the order listed:
SMILES	TEAD-YAP block	MITF inh	FBW7 activator	GPR151 activ
COc1ccc(NC(=O)Cc2coc3ccc(C)cc23)cc1	-4	14	0.1	1.8
COCCn1nnnc1CN(Cc1ccco1)Cc1cc2cc(OC)ccc2[nH]c1=O	-10	0	-0.3	-0.1
O=C(Nc1ccc(-c2ccn[nH]2)cc1)C1CCCN(Cc2ccc(CO)o2)C1 (centres undefined)	7	-1	0.0	0.0
Cc1ccc(N2C(S)=C(C#N)C(=O)NC2c2ccco2)cc1 (centres undefined)	4	-4	-0.3	-1.1
COc1ccc(OC)c(N/C(C)=C/C(=O)c2ccc(C)o2)c1	1	22	0.1	-1.0

Going on with the list:
SMILES	TEAD-YAP block	MITF inh	FBW7 activator	GPR151 activ
CCOc1ccc(-n2nc3ccc(NC(=O)c4cc(OCC)c(OCC)c(OCC)c4)cc3n2)cc1	-3	3	0.1	0.3
O=C(CC(NCc1ccco1)C(=O)O)Nc1ccccc1 (centres undefined)	1	7	0.3	1.8
Cc1ccc(S(=O)(=O)c2nc(NN(C)C)sc2Cl)cc1	-5	-2	-0.1	1.9
Cc1cc(NC(=O)c2cc(-c3cccc(Cl)c3)on2)no1	-3	-7	-0.1	-1.5
O=C1NCCN(Cc2ccc(-c3ccccc3)cc2)C1CC(=O)N1CCOCC1 (centres undefined)	10	8	0.3	1.2
Cc1nc2sccn2c1C(=O)N(C)CC1OCCO1	3	21	0.5	-1.1
C=CCN1C(=O)/C(=C\c2cc(C)n(-c3ccccc3)c2C)C(=O)NC1=S	-4	5	-0.2	1.2
O=C(N/N=C/CCc1ccccc1)c1ccccc1	-59	0	0.1	-1.0
C/C=C/C(=O)Oc1ccc(/C=C2/N=C(c3ccc(Cl)cc3)OC2=O)cc1OC	0	10	0.3	0.1
Cc1cc(C(=O)CCl)c(C)n1Cc1cccs1	6	8	0.1	-0.1
CCSc1nnc2c(n1)OC(c1cc(OC(C)=O)ccc1Cl)N(C(C)=O)c1ccccc1-2 (centres undefined)	1	1	-0.1	0.2
Cc1cccc(CNC(=O)C2CC23CCN(C(=O)c2cc(-c4ccccc4)no2)CC3)n1 (centres undefined)	9	3	0.2	2.7
O=C1CCCN1CCn1cnc2c(NCCO)nc(-c3csc4ccccc34)nc21	14	17	0.2	-2.0

High-throughput results as filed in PubChem.
